U2OS ROS induce: cancer cell ROS induction | U2OS ROS induction, H2DCF-DA fluorescence | ROS induction (% of piperlongumine), % at 10 µM | 46,000 compounds, 2% hits; in the data active = ROS induction above about 79%, passing the limit was not always enough; inconclusive = no clear call, values can overlap the other calls;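 also: 0% = DMSO vehicle median and 100% = reference compound median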
Active calls of the source: *; u = inconclusive; & = joins results of further samples. Not all compounds are listed. The share of hits here may be higher or lower than overall.

SMILES | U2OS ROS induce
C[C@@H]1CN([C@@H](C)CO)C(=O)c2cc(NC(=O)CCC(F)(F)F)ccc2O[C@@H]1CN(C)Cc1ccc(Oc2ccccc2)cc1 | 5
COc1ccc(NC(=O)Nc2cccc3c2O[C@@H](CN(C)S(=O)(=O)c2ccc(OC)cc2)[C@H](C)CN([C@H](C)CO)C3=O)cc1 | -9
C[C@@H]1CCCCO[C@H](CN(C)C(=O)Cc2ccccc2)[C@@H](C)CN([C@H](C)CO)C(=O)c2cc(NC(=O)Cc3ccccc3)ccc2O1 | 12
CCn1ccc(C(=O)Nc2ccccc2Cl)n1 | -18
CNC[C@H]1Oc2ccc(NC(=O)Nc3ccccc3)cc2C(=O)N([C@@H](C)CO)C[C@H]1C | 0
CCOc1ccccc1NC(=O)CSc1nc(N)cc(=O)[nH]1 | -10
COC(=O)COc1ccc2c(C)c(C)c(=O)oc2c1 | 36
N#CC(=C1CCCC1)c1nc(-c2cc3ccccc3oc2=O)cs1 | 17
COC(=O)c1ccc(NC(=O)CSc2nnc(-c3ccccc3)n2-c2ccccc2)cc1 | -42
C[C@@H]1CCCCO[C@H](CN(C)C(=O)Nc2ccc(F)cc2)[C@@H](C)CN([C@H](C)CO)C(=O)c2cc(NS(=O)(=O)c3ccccc3)ccc2O1 | 33
C[C@@H]1CN([C@H](C)CO)C(=O)c2cccc(NC(=O)Nc3ccc4c(c3)OCO4)c2O[C@@H]1CN(C)CC1CCCCC1 | -3
CC(C)NC(=O)Nc1ccc2c(c1)CC(=O)N([C@@H](C)CO)C[C@@H](C)[C@@H](CN(C)S(=O)(=O)c1cn(C)cn1)O2 | -3
CC(C)NCC(O)c1ccc(NS(C)(=O)=O)cc1 (stereo unspecified) | 14
C[C@@H]1CN([C@H](C)CO)C(=O)c2cc(NS(=O)(=O)c3cn(C)cn3)ccc2O[C@@H]1CN(C)C(=O)Nc1ccc2c(c1)OCO2 | -15
C[C@@H]1CN([C@H](C)CO)C(=O)Cc2cc(NC(=O)NC3CCCCC3)ccc2O[C@@H]1CN(C)Cc1ccc(C(F)(F)F)cc1 | 15
CCN(CC)c1ccc(NC(=O)C2CCCCC2)c(N(CC)CC)n1 | 18
Cc1cccc(NC(=O)C(C)C)c1 | -15
CCc1ccccc1N(CC)C(=O)Cn1ncc2c1-c1ccccc1OC2 | -1
Cc1cc(C(=O)O)ccc1NC(=O)CNC(=O)C1CCCCC1 | -4
CCOC(=O)N1CCN(C(=O)CNC(=S)N(Cc2cccs2)C2CCCCC2)CC1 | 2
C[C@H]1CN([C@@H](C)CO)C(=O)c2cc(NC(=O)Nc3ccc4c(c3)OCO4)ccc2O[C@@H]1CN(C)Cc1ccc(Oc2ccccc2)cc1 | 48
C[C@@H]1CN([C@H](C)CO)C(=O)Cc2cc(NS(=O)(=O)c3cccs3)ccc2O[C@@H]1CN(C)C(=O)Nc1cccc2ccccc12 | -12
C[C@@H]1CCCCO[C@H](CN(C)Cc2ccc(Cl)c(Cl)c2)[C@@H](C)CN([C@H](C)CO)C(=O)c2cc(NC(=O)Nc3ccccc3)ccc2O1 | 26
Cc1nc2cc(NC(=O)NCc3ccco3)ccc2n1C | 100*
O=C(c1cnn(-c2ccccc2)c1-n1cccc1)N1CCc2ccccc21 | 5

(continued)
SMILES | U2OS ROS induce
C[C@@H]1CN([C@@H](C)CO)C(=O)CCCn2cc(nn2)CO[C@H]1CN(C)C(=O)CCCN(C)C | 24
CC(C)(C)c1cc2nc(C(F)(F)F)cc(Sc3ccccc3)n2n1 | 3
O=C(CSc1nnc(-c2ccc(Br)cc2)o1)Nc1cccc(C(=O)O)c1 | 5
O=C(c1ccc2nsnc2c1)N(Cc1ccccn1)Cc1ccccn1 | -6
C=CC[C@]1(C(=O)OC)N=C(c2ccc(OCCCO)cc2)O[C@H]1c1ccccc1CN=[N+]=[N-] | 14
NC(=S)Cc1c(Cl)sc2ccc(Cl)cc12 | -14
COc1ccc(S(=O)(=O)Nc2ccc3c(c2)CC(=O)N([C@@H](C)CO)C[C@H](C)[C@H](CN(C)Cc2ccc(Cl)c(Cl)c2)O3)cc1 | 11
O=C(CSc1nnc(-c2ccncc2)n1-c1ccccc1)c1ccc(Br)cc1 | -5
COc1ccc(NC(=O)N(C)C[C@H]2Oc3ccc(NC(=O)NC4CCCCC4)cc3CC(=O)N([C@@H](C)CO)C[C@H]2C)cc1 | 3
Cc1ccc(NC(=O)CSc2nc(C)cc(-c3ccccc3)n2)cc1 | 2
C[C@H]1CN([C@@H](C)CO)C(=O)c2cc(NC(=O)Nc3ccc4c(c3)OCO4)ccc2O[C@H]1CN(C)Cc1ccncc1 | -11
O=C1/C(=C/c2ccco2)N=C(c2ccccc2)N1/N=C/c1ccc(F)cc1 | 14
C[C@@H]1CN([C@@H](C)CO)C(=O)c2cccc(NS(=O)(=O)c3cn(C)cn3)c2O[C@H]1CN(C)Cc1ccc(-c2ccccc2)cc1 | -6
C[C@H]1CN([C@@H](C)CO)C(=O)c2cccc(NC(=O)Nc3ccc4c(c3)OCO4)c2O[C@@H]1CN(C)C(=O)Nc1cccc2ccccc12 | -13
CC(C)=CCc1cc(O[C@@H]2O[C@H](CO)[C@@H](O)[C@H](O)[C@H]2O)cc(CC=C(C)C)c1C(O)C(=O)O (stereo partly specified) | -6
Cc1ccc(-c2cc3ccccn3c2C(=O)CSc2nnc(C)s2)cc1 | 14
C[C@H](CO)N1C[C@H](C)[C@@H](CN(C)S(=O)(=O)c2ccc(Cl)cc2)Oc2c(NC(=O)Nc3ccccc3)cccc2C1=O | 17
Nc1ncnc(Oc2cccc3cccnc23)c1[N+](=O)[O-] | -8
Cc1noc(C)c1NC(=O)N(C)C[C@H]1Oc2ccc(NC(=O)Nc3ccccc3)cc2CC(=O)N([C@@H](C)CO)C[C@H]1C | 11
OC(CN1CCNCC1)Cn1c2ccc(Br)cc2c2cc(Br)ccc21 (stereo unspecified) | 28&-3
Cc1cc(Cl)c(S(=O)(=O)N2CCCC2)cc1OCC(N)=O | -3
C[C@@H]1CN([C@H](C)CO)C(=O)Cc2cc(NC(=O)C3CC3)ccc2O[C@@H]1CN(C)C(=O)Nc1ccc2c(c1)OCO2 | 5
COc1ccc(S(=O)(=O)N(C)C[C@H]2Oc3ccc(NS(=O)(=O)c4ccc(C)cc4)cc3CC(=O)N([C@@H](C)CO)C[C@@H]2C)cc1 | 6
C[C@@H]1CN([C@H](C)CO)C(=O)c2cc(NS(=O)(=O)c3ccc(Cl)cc3)ccc2O[C@@H]1CN(C)Cc1ccc2c(c1)OCO2 | 21
C[C@@H]1CN([C@H](C)CO)C(=O)Cc2cc(NC(=O)Nc3ccc4c(c3)OCO4)ccc2O[C@@H]1CN(C)C(=O)Nc1ccc(F)cc1 | -17

(listing goes on)
SMILES | U2OS ROS induce
COc1ccc(CC(=O)NC2CCCCC2)cc1OC | -4
Cc1nc2c3ccccc3n(CC(=O)c3ccc(Br)cc3)c(=O)n2n1 | 12
COc1cccc2oc(-c3ccccc3)c(Br)c12 | -14
COc1ccc(-c2cnc3c(c2)C(=O)N([C@H](C)CO)C[C@H](C)[C@H](CN(C)S(=O)(=O)c2ccc(OC)cc2)O3)cc1 | 38
O=c1cc(-c2ccccc2)oc2cccc(O)c12 | -1
CC(C)(C)OC(=O)NC1CCN(C(=O)CSCC(=O)O)CC1 | -3
COc1ccc(N(C(C)C(=O)Nc2ccccc2Cl)S(C)(=O)=O)cc1 (stereo unspecified) | -1
C[C@@H]1CCCCO[C@H](CN(C)S(=O)(=O)c2ccc(Cl)cc2)[C@@H](C)CN([C@H](C)CO)C(=O)c2cc(NC(=O)Nc3ccccc3)ccc2O1 | 18
CC(=O)[C@H]1CC[C@H]2[C@@H]3C=CC4=CC(=O)CC[C@@]4(C)[C@@H]3CC[C@]12C | -6
CCN(CC)C(=O)N1CCN(CCC#N)CC1 | 11
C[C@@H]1CN([C@@H](C)CO)C(=O)c2cc(NC(=O)CCCCCC(=O)Nc3ccccc3N)ccc2O[C@H]1CN(C)C | 2
C[C@@H]1CCCCO[C@@H](CN(C)Cc2ccncc2)[C@@H](C)CN([C@H](C)CO)C(=O)c2cc(NS(=O)(=O)c3cccs3)ccc2O1 | 104*
C[C@H]1CN([C@@H](C)CO)C(=O)c2cc(NS(=O)(=O)c3ccc(Cl)cc3)ccc2O[C@H]1CN(C)C(=O)Nc1ccc(C(F)(F)F)cc1 | 7
COc1ccc(NC(=O)Nc2ccc3c(c2)C(=O)N([C@H](C)CO)C[C@@H](C)[C@H](CN(C)Cc2ccc(C(=O)O)cc2)O3)cc1 | -1
Cc1nnc(SCC(=O)Nc2ccc(I)cc2C)s1 | -5
O=C(c1ccc(Cl)cc1)N1CCCCC1 | -25
N#CCC(=O)NCc1cccs1 | 49
Cc1cccc(CN(C)C[C@@H]2Oc3ncc(Br)cc3C(=O)N([C@H](C)CO)C[C@@H]2C)c1 | 16
Fc1ccc(-c2oncc2-c2nnnn2-c2ccc(Cl)cc2)cc1 | -1
Cc1ccc(S(=O)(=O)Nc2cccc3c2O[C@H](CN(C)Cc2ccc(C(=O)O)cc2)[C@@H](C)CN([C@H](C)CO)C3=O)cc1 | -5
COc1ccc(NC(=O)N(C)C[C@H]2Oc3ccc(NC(=O)C4CCCCC4)cc3C(=O)N([C@@H](C)CO)C[C@@H]2C)cc1 | 2
COC(=O)c1c(NC(=O)c2ccc(N(C)S(=O)(=O)c3ccccc3)cc2)sc2c1CCCC2 | 8
C[C@@H]1CN([C@H](C)CO)C(=O)c2cc(NS(C)(=O)=O)ccc2O[C@@H]1CN(C)Cc1ccc(C(F)(F)F)cc1 | u
CN1CCN(CC(=O)N2c3ccccc3C(=O)Nc3cccnc32)CC1 | -14
N#Cc1c(C(F)(F)F)cc(-c2ccco2)nc1SCc1ccccn1 | 63

12 structures already listed, ordered by molecular weight, lowest first.
SMILES | U2OS ROS induce
N#CCC(=O)NCc1cccs1 | 49
O=c1cc(-c2ccccc2)oc2cccc(O)c12 | -1
CC(C)(C)OC(=O)NC1CCN(C(=O)CSCC(=O)O)CC1 | -3
CN1CCN(CC(=O)N2c3ccccc3C(=O)Nc3cccnc32)CC1 | -14
N#Cc1c(C(F)(F)F)cc(-c2ccco2)nc1SCc1ccccn1 | 63
Cc1nc2c3ccccc3n(CC(=O)c3ccc(Br)cc3)c(=O)n2n1 | 12
Cc1nnc(SCC(=O)Nc2ccc(I)cc2C)s1 | -5
COC(=O)c1c(NC(=O)c2ccc(N(C)S(=O)(=O)c3ccccc3)cc2)sc2c1CCCC2 | 8
C[C@@H]1CN([C@@H](C)CO)C(=O)c2cc(NC(=O)CCCCCC(=O)Nc3ccccc3N)ccc2O[C@H]1CN(C)C | 2
COc1ccc(NC(=O)N(C)C[C@H]2Oc3ccc(NC(=O)C4CCCCC4)cc3C(=O)N([C@@H](C)CO)C[C@@H]2C)cc1 | 2
COc1ccc(NC(=O)Nc2ccc3c(c2)C(=O)N([C@H](C)CO)C[C@@H](C)[C@H](CN(C)Cc2ccc(C(=O)O)cc2)O3)cc1 | -1
C[C@H]1CN([C@@H](C)CO)C(=O)c2cc(NS(=O)(=O)c3ccc(Cl)cc3)ccc2O[C@H]1CN(C)C(=O)Nc1ccc(C(F)(F)F)cc1 | 7

Following part.
SMILES | U2OS ROS induce
C[C@@H]1CN([C@H](C)CO)C(=O)c2cc(NC(=O)Cn3cnnn3)ccc2O[C@H]1CN(C)S(C)(=O)=O | 7
C[C@@H]1CN([C@H](C)CO)C(=O)c2cccc(NC(=O)Nc3cccc4ccccc34)c2O[C@@H]1CN(C)CC1CCCCC1 | 15
C[C@H]1CN([C@@H](C)CO)C(=O)c2cc(NC(=O)Nc3ccc4c(c3)OCO4)ccc2O[C@H]1CN(C)C(=O)Nc1ccc2c(c1)OCO2 | -12
C[C@H](CO)N1C[C@H](C)[C@@H](CN(C)S(=O)(=O)c2cccs2)Oc2ccc(NS(=O)(=O)c3cccs3)cc2C1=O | 4
C[C@@H]1CN([C@@H](C)CO)C(=O)c2cc(NC(=O)NC3CCCCC3)ccc2O[C@@H]1CN(C)C(=O)Nc1ccccc1 | 3
COc1ccc(C(=O)CSc2n[nH]c(=O)n2Cc2ccco2)cc1 | 1
C[C@H](CO)N1C[C@H](C)[C@@H](CN(C)C(=O)Nc2cccc3ccccc23)Oc2c(NC(=O)Nc3ccc(F)cc3)cccc2C1=O | -2
C[C@@H]1CN([C@@H](C)CO)C(=O)c2cc(NC(=O)CCCN(C)C)ccc2O[C@@H]1CN(C)C | -6
C[C@@H]1CN([C@H](C)CO)C(=O)Cc2cc(NC(=O)Nc3ccc(C(F)(F)F)cc3)ccc2O[C@H]1CN(C)Cc1ccc(C(=O)Nc2ccccc2N)cc1 | -18
COc1ccc(NC(=O)Nc2ccc3c(c2)C(=O)N([C@@H](C)CO)C[C@H](C)[C@H](CN(C)Cc2ccccc2)O3)cc1 | 20
CC1CCC(O)C2C=CC(C)(O)C(C)(C(=O)CCO)C12 (stereo unspecified) | -10
CCc1ccc(NC(=O)CCn2cccc2)cc1 | -10
COC(=O)c1ccc(S(=O)(=O)Nc2ccc3c(c2)C(=O)OC3)n1C | -1
C[C@H](CO)N1C[C@H](C)[C@H](CN(C)S(=O)(=O)c2ccc(C#N)cc2)Oc2ncc(C#Cc3cccc(F)c3)cc2C1=O | 72
CC(C)NC(=O)N(C)C[C@H]1OCCCC[C@@H](C)Oc2ccc(NC(=O)Nc3cccc4ccccc34)cc2C(=O)N([C@H](C)CO)C[C@@H]1C | 42
CNC[C@@H]1Oc2c(NC(=O)Nc3ccc(OC)cc3)cccc2C(=O)N([C@@H](C)CO)C[C@@H]1C | -8
COC(=O)C1=CO[C@@H](OC2OC(O)C(O)C(O)C2CO)[C@H]2[C@@H]1C=CC21C=C([C@H](C)O)C(=O)O1 (stereo partly specified) | -11
COc1ccc(NC(=O)Nc2cccc3c2O[C@@H](CN(C)C(=O)NC(C)C)[C@@H](C)CN([C@H](C)CO)C3=O)cc1 | 17

Screening results from PubChem.
